HCMV antiviral = qHTS Assay for inhibitors of the human cytomegalovirus (HCMV); HFF cells, HCMV-luciferase reporter, 72 h; active compounds read low; activity change, negative = inhibition, % at 57.5 µM; 410,000 tested, 4.5% active; in the data active means activity change below about -60%; inconclusive means no clear call, values can overlap the other calls; inactive means above about -39%
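Two compound doses tested in HFFs infected with HCMV-luciferase, MOI 1 PFU/cell, 72 h at 37C. Lysate luminescence read with OneGlo; data normalized against buffer-only and 10uM Salinomycin inhibitor controls.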
The depositor's hits bear a star; ? = inconclusive. On the % scale 0 is the no-effect control and ±100 the full control effect. Some of the compounds tested, so the mix of outcomes need not match the whole.

SMILES	HCMV antiviral
Nc1ncnc2c1ncn2[C@@H]1O[C@H](CNC(=O)[C@@H](N)Cc2ccc(C(=O)c3ccccc3)cc2)[C@@H](O)[C@H]1O	7
CCN(CC)C(=O)c1ncn2c1C(=O)N(C)CC2	-19
CC(C)(C)N(Cc1ccccc1)C(=O)COC(=O)Cn1[nH]c(=O)c2ccccc2c1=O	?
C[C@@H]1CN([C@@H](C)CO)S(=O)(=O)c2ccc(Br)cc2O[C@H]1CN(C)Cc1ccncc1	-17
C[C@H]1CN([C@@H](C)CO)C(=O)CCCn2nncc2CO[C@@H]1CN(C)Cc1cccc2c1OCCCO2	4
Cc1cn([C@H]2C[C@H](O)[C@@H](CCC(=O)NCC3CCCO3)O2)c(=O)[nH]c1=O (stereo partly drawn)	-7
COCCNC(=O)C1(C)CCCN(CCC(=O)c2ccc(Br)cc2)C1 (stereo not drawn)	5
COCOCCn1cc(CN2CCS(=O)(=O)N(Cc3ccc(-c4ccc(OC)cc4)cc3)C(C(C)C)C2=O)nn1 (stereo not drawn)	-19
CSCCNC(=O)C1(C)CCN1C(=O)c1ccc(C(C)(C)C)cc1 (stereo not drawn)	-21
C[C@H](c1ccccc1)N1C[C@@H](COCc2ccccc2)Oc2cccc(Oc3ccc(F)cc3)c2S1(=O)=O	?
Cc1ccc(S(=O)(=O)N2C[C@H]3C(=O)C[C@@H](c4ccccc4F)N(S(=O)(=O)c4ccc(C)cc4)[C@H]3C[C@H]2c2ccccc2F)cc1	-30
CC(C)(C)OC(=O)N1CC2(CCCCC2)CC1Cc1ccc(C(F)(F)F)cc1 (stereo not drawn)	-13
O=C(NCCc1ccccc1)c1cccc2c(-c3cccnc3)coc12	-2
O=C(N[C@H]1CC[C@@]23CCCN2C(=O)CCC[C@H]3[C@H]1Cc1ccccc1)c1ccc(Cl)c(C(F)(F)F)c1	7
COCCNC(=O)C1(C)CCCN(C(=O)c2cc(C)oc2C)C1 (stereo not drawn)	-7
CC1(C)c2[nH]c3ccccc3c2C[C@H]2C(=O)N(Cc3ccccc3F)C(=O)N21	?
Cc1ccc(CN2Cc3ccc(Br)cc3-n3nncc3C2)cc1	-14
COc1ccc(S(=O)(=O)N2CCC[C@H]2C(=O)N2CCC[C@H]2C(=O)NCc2ccncc2)cc1C	22
CC1(C(=O)NS(=O)(=O)c2ccc(Cl)s2)CCN1C(=O)CCc1ccccc1 (stereo not drawn)	36
CCc1nc2ccc(C(=O)NCCCn3ccnc3)cn2c1N(C)Cc1cc2ccccc2s1	?
C[C@@H]1CN([C@H](C)CO)S(=O)(=O)c2ccc(-c3cccc(C#N)c3)cc2O[C@H]1CN(C)C(=O)Nc1cc(F)ccc1F	-18
COc1cc(C)ccc1S(=O)(=O)NC(=O)C1(C)CCN1C(=O)Cc1ccc(Cl)cc1Cl (stereo not drawn)	-29
CCCCCc1c(-c2cccc(Cl)c2)ncn1CCc1ccccc1OC	-6
CC(C)C(N)c1csc(Nc2ccc(S(C)(=O)=O)cc2)n1 (stereo not drawn)	10
CCCCCCCCCC1(CC(=O)OCC)SCCN1C(N)=O (stereo not drawn)	?

Part of the list above, set out differently.
| SMILES | HCMV antiviral |
| --- | --- |
| CCCCCc1c(-c2cccc(Cl)c2)ncn1CCc1ccccc1OC | -6 |
| Cc1cn([C@H]2C[C@H](O)[C@@H](CCC(=O)NCC3CCCO3)O2)c(=O)[nH]c1=O (stereo partly drawn) | -7 |

Entries from the list above containing a tert-butyl group:
SMILES	HCMV antiviral
CC(C)(C)N(Cc1ccccc1)C(=O)COC(=O)Cn1[nH]c(=O)c2ccccc2c1=O	?
CSCCNC(=O)C1(C)CCN1C(=O)c1ccc(C(C)(C)C)cc1 (stereo not drawn)	-21
CC(C)(C)OC(=O)N1CC2(CCCCC2)CC1Cc1ccc(C(F)(F)F)cc1 (stereo not drawn)	-13

The list continues:
SMILES	HCMV antiviral
COc1ccc(C#Cc2cccc(-c3nc(C(=O)NCCCN4CCOCC4)cc4c3[C@H](CCO)N(S(=O)C(C)(C)C)C4)c2)cc1OC (stereo partly drawn)	-6
CC(=O)/C=C1\OCc2ccccc21	23
O=c1[nH][nH]c2c1[C@H](c1ccc(Cl)cc1)O[C@H](C1CCCCC1)C2	-4
CC1(C(=O)Nc2ccc3c(c2)OCCO3)CSCC(=O)N1CCCN1CCOCC1 (stereo not drawn)	36
C[C@H](O)[C@@H]1C(=O)N2CCc3c([nH]c4ccccc34)[C@@H]2C[C@@H]1N(C)C(=O)Nc1ccc(F)cc1	9
NC(Cc1ccc(F)cc1)c1csc(Nc2cc(Oc3ccccc3)ncn2)n1 (stereo not drawn)	-10
O=C(NC1CCCCC1)C(c1cccc2ccccc12)n1c(=O)c(-c2ccco2)nc2ccccc21 (stereo not drawn)	16
CCCCN(C(C)=O)c1c(CC)nc2ccc(C(=O)NCCCN(C)C)cn12	25
COc1ccc2c(c1)C(=O)O[C@@H](c1ccccc1)C[C@@H](O)C(=O)CC2	4
O=C(C(=O)N1CCN(C(=O)OCc2ccccc2)CC1)c1cccs1	-14
COc1cc(NC(=O)C2(C)CCCN(C(C)C)C2)cc(OC)c1OC (stereo not drawn)	-7
COc1ccc(-c2noc(CN(C)C(=O)CCCN3C(=O)[C@H]4CC=CC[C@H]4C3=O)n2)cc1	-37
CS(=O)(=O)c1ccc(-c2cc(NC=O)c3ncc(-c4ccc(F)cc4)n3c2)cc1	-30
O[C@H]1C[C@H](c2ccc(Cl)cc2)N(CC2CCCCC2)C[C@@H]1n1cc(C2CC2)nn1	-28
COCCN1C[C@@H](CO)O[C@@H](n2cnc3c(NC(C)C)ncnc32)C1	-8
CCCS(=O)(=O)NC(=O)C1(C)CCCN(C(=O)c2c(F)cccc2F)C1 (stereo not drawn)	-8
C[C@@H]1CN([C@@H](C)CO)C(=O)CCCn2nncc2CO[C@H]1CN(C)S(=O)(=O)c1ccccc1C#N	15
COc1ccc(-n2nnnc2C(CCSC)N2CCC3(CC2)C(=O)NCN3c2ccccc2)cc1 (stereo not drawn)	-26
CC(=O)Nc1cccc(C(=O)NNC(=O)c2ccc(NS(=O)(=O)c3cccs3)cc2)c1	16
CCCCC(=O)N(C)c1c(C)nc2ccc(C(=O)N(C)CCN(C)C)cn12	2
CC(C)C[C@H]1CN(CCCC[C@H]2CNC(=O)C(=O)N2CCC2CCCCC2)C(=O)C(=O)N1CCc1ccccc1	6
CC1(C(=O)Nc2ccc3nc[nH]c3c2)CCN1C(=O)C1(c2ccccc2)CCCC1 (stereo not drawn)	-20
O=C(NCc1ccccc1Cl)c1csc([C@H]2C[C@H](O)[C@@H](CO)O2)n1	14
Cc1ccc(CNC(=O)/C=C/[C@H]2O[C@@H](n3cc(C)c(=O)[nH]c3=O)C[C@@H]2O)o1	-21
CC(=O)Nc1ccc(CNc2nc(NC(C)C)nc3ccsc23)cc1	45
(further entries)
SMILES	HCMV antiviral
CCCc1c(C)nc2scc(-c3ccc(Cl)cc3)n2c1=O	-7
CN1C(=O)N(C)N(Cc2ccccc2)C(=O)N1Cc1ccccc1	9
COc1cc(CN2C(=O)C(Cc3ccccc3)ON=C2c2ncccc2C)cc(OC)c1 (stereo not drawn)	-23
O=C1C=C[C@]23OCC[C@@]2(c2ccccc2)CCCC3=C1	-4
CCN(CCO)CC1CCCC2CCCCC21 (stereo not drawn)	10
O=C(CCNC(=O)N1CC(=O)Nc2ccccc21)NCc1ccccc1	-14
CCOC1=C2CN(S(=O)(=O)c3ccc(C)cc3)[C@@H](c3ccccc3)C[C@H]2[C@H]2C(=O)N(c3ccccc3)C(=O)[C@H]2C1	-11
COC(=O)[C@@]1(Sc2ccc(C)cc2)CC(=O)N[C@@H]1c1ccccc1	-25
CCCNC(=O)c1cc(C2CCCCN2C(=O)c2ccc3ccccc3c2)on1 (stereo not drawn)	-8
Cc1cc(C)n2c(Nc3c(C)cccc3C)c(-c3cccnc3)nc2n1	-15
O=C1C(n2ccc3ccccc32)c2cccc(F)c2N1Cc1ccc(Cl)nc1 (stereo not drawn)	-13
COc1ccc(CNS(=O)(=O)c2cc(Cl)ccc2N2CC[C@@H](O)C2)cc1	-30
CC(=O)Nc1cccc(-c2ccnc3c2CC(C)(C(=O)Nc2cccc(OC(F)(F)F)c2)O3)c1 (stereo not drawn)	-13
Nc1ccn([C@@H]2O[C@H](CNCc3cnc(N4CCOCC4)s3)[C@@H](O)[C@H]2O)c(=O)n1	-3
CCc1ccc([C@@H]2C[C@H]3[C@@H](CN2S(=O)(=O)c2ccc(C)cc2)C(=O)C[C@@H](c2ccc(Cl)cc2)N3S(=O)(=O)c2ccc(C)cc2)cc1	8
CN(Cc1c(C(=O)N/N=C/c2ccccc2O)nnn1-c1nonc1N)C1CCCCC1	-98*
COc1ccc(NC(=O)c2cc(C3CCCCN3S(=O)(=O)c3c(C)noc3C)on2)c(C)c1 (stereo not drawn)	-25
CSC[C@H]1CN(c2ccc(Br)cc2)C(=O)[C@@H]1CC(=O)Nc1ccc(Br)cc1	3
COC(=O)[C@]12CCCCC=C1N(Cc1ccc(Cl)cc1Cl)C(=O)[C@H](CC(=O)NCCCN1CCCC1=O)C2	18
C#CCN(C[C@H]1[C@H](OC(=O)NC2CC2)[C@H](OC(=O)NC2CC2)C[C@@H](C(=O)OC)[C@H]1C(=O)OC)S(=O)(=O)c1ccc(C)cc1	-34
CCNC(=O)C1(C)CCCCN1Cc1ccc(C#N)cc1 (stereo not drawn)	-27
COc1ccc(CC(=O)N2CC3ON=C(c4c(F)cccc4Cl)C3C2)cc1OC (stereo not drawn)	-62*
Cc1cc2nc(NC(=O)C3(C)CCN3C(=O)C(C)C)[nH]c2cc1C (stereo not drawn)	34
CC(C)NC(=O)C1(C)CSCC(=O)N1CCCN1CCOCC1 (stereo not drawn)	20
O=C1NCCCC1(c1ccccc1)c1ccccc1	13

In the list so far, these contain an NH in an aromatic ring:
SMILES	HCMV antiviral
CC(C)(C)N(Cc1ccccc1)C(=O)COC(=O)Cn1[nH]c(=O)c2ccccc2c1=O	?
Cc1cn([C@H]2C[C@H](O)[C@@H](CCC(=O)NCC3CCCO3)O2)c(=O)[nH]c1=O (stereo partly drawn)	-7
CC1(C)c2[nH]c3ccccc3c2C[C@H]2C(=O)N(Cc3ccccc3F)C(=O)N21	?
O=c1[nH][nH]c2c1[C@H](c1ccc(Cl)cc1)O[C@H](C1CCCCC1)C2	-4
C[C@H](O)[C@@H]1C(=O)N2CCc3c([nH]c4ccccc34)[C@@H]2C[C@@H]1N(C)C(=O)Nc1ccc(F)cc1	9
CC1(C(=O)Nc2ccc3nc[nH]c3c2)CCN1C(=O)C1(c2ccccc2)CCCC1 (stereo not drawn)	-20
Cc1ccc(CNC(=O)/C=C/[C@H]2O[C@@H](n3cc(C)c(=O)[nH]c3=O)C[C@@H]2O)o1	-21
Cc1cc2nc(NC(=O)C3(C)CCN3C(=O)C(C)C)[nH]c2cc1C (stereo not drawn)	34

(next part)
SMILES	HCMV antiviral
O=C(NCc1cc(Cl)cc(Cl)c1)c1ccc2nc([C@@H]3O[C@H](CO)[C@H](O)[C@H](O)[C@H]3O)[nH]c2c1	-22
O=C(NC1CCCC1)C1c2ccccc2OCC(=O)N1CCc1c[nH]c2ccccc12 (stereo not drawn)	21
CC(C)NC(=O)N(C)C[C@@H]1OCc2ccccc2-c2c(n(C)c3ccccc23)C(=O)N([C@@H](C)CO)C[C@@H]1C	-4
CCOC1=C2CN(S(=O)(=O)c3ccc(C)cc3)[C@@H](c3cccs3)C[C@H]2[C@H]2C(=O)N(c3ccccc3)C(=O)[C@H]2C1	-13
CN(Cc1ccccc1)S(=O)(=O)c1ccc(Cl)c(C(=O)N2CCOCC2)c1	-7
Cc1ccc(Nc2nc(NCCO)nc(N3CCCC3)n2)cc1	-26
C[C@H](NC(=O)[C@@H]1CCCN1C(=O)OC(C)(C)C)c1ccccc1	-6
CN(C)CCNc1nc(-c2ccccc2CO)c2sccc2n1	14
COc1ccc([C@H]2C[C@@H](O)[C@H](n3cc(C4CC4)nn3)CN2C(=O)C2CCCCC2)cc1	-19
O=c1[nH]c(SCc2ccc(OC(F)(F)F)cc2)nc2c1CCC2	-10
COc1ccc(NC(=O)C2Cc3c(-c4cccc(F)c4)ccnc3O2)cc1 (stereo not drawn)	-81*
O=c1cc(CN2CCCC2)c2c(ccc3ccccc32)o1	4
CC(C)[C@H](NC(=O)OC(C)(C)C)c1cc(C(=O)NCCO)c(N)s1	-4
Cc1cccc(OCCC(=O)OCC(=O)N2c3ccccc3NC(=O)C2(C)C)c1	-10
O=c1n(Cc2ccccc2)c(O)c2n1Cc1ccccc1N=C2c1ccc(C(F)(F)F)cc1	8
CCC(CC)C(=O)N(C)c1c(C)nc2c(OCc3cc(Cl)cc(Cl)c3)cccn12	43
Cc1ccc(Cc2c(-c3ccc(Cl)cc3)nc3ccc(Br)cn23)cc1	0
CC(C)COC(=O)N1CCCCC1c1cc(C(=O)NCc2ccc(F)cc2)no1 (stereo not drawn)	23
c1ccc(Oc2ccccc2-c2cc(NCCc3cccnc3)n3nccc3n2)cc1	26
COc1ccc(CN2C[C@H]3CON(C)[C@H]3C[C@H]2c2ccc(-c3cccc(F)c3)cc2)cc1	-30
CCCCCCCCN1C(=O)[C@H](CC(=O)NCc2ccccc2)C[C@@]2(C(=O)OCC)CCC=C12	5
CCCCS(=O)(=O)NC(=O)C1(C)CCN1C(=O)C/C=C/c1ccccc1 (stereo not drawn)	-7
C=CCOc1cccn2c(N(C)C(=O)c3ccncc3)c(CC)nc12	37
CC(C)CNc1ncnc2c1ncn2[C@H]1CN(Cc2ccco2)C[C@@H](CO)O1	-23
CC1(C(=O)NS(=O)(=O)c2ccc(Cl)s2)CCN1C(=O)Cc1ccc(-c2ccccc2)cc1 (stereo not drawn)	-13
CCc1nc2c(OCc3ccccc3C)cccn2c1N(C)C(=O)c1ccco1	-11
N#Cc1ccc(C(=O)N2CCC3CC2c2cc(N4CCCCC4)ccc23)cc1 (stereo not drawn)	-15
CC(C)C1C(=O)N(Cc2cn(CCC3OCCO3)nn2)CCS(=O)(=O)N1Cc1ccc(-c2ccc(Cl)c(Cl)c2)cc1 (stereo not drawn)	-22
Cc1ccc([C@H]2C[C@H](O)[C@@H](n3cc(-c4ccc(F)cc4)nn3)CN2Cc2cccs2)cc1	-39
CC(=O)NC(c1cccc(F)c1)c1nc(-c2ccccc2C)cs1 (stereo not drawn)	-16

Bioassay records from PubChem BioAssay.
